High-throughput results from PubChem.
CHO parental Ca: counter-screen for OX1R antagonists: effect in parental CHO cells. parental CHO-K1, ATP-induced calcium, Fluo-8 fluorescence. inhibition, % at 5.6 µM. 0.63% of 330,000 active. AID 463079;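 active = inhibition above that plate's mean sample inhibition plus 3 SD, cut at about 26% in these data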;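 also: 0% = ATP-challenged DMSO wells and 100% = DMSO wells without ATP; some compounds past the cut are filed as inactive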
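material = parental CHO cells | also added = ATP as calcium-mobilizing challenge | dosing = single point at 5.6 µM | detection = intracellular calcium via Fluo-8 no-wash fluorescent dye | read-out = % inhibition | benchmarks = low control ATP plus DMSO, high control DMSO only | repeats = one well per compound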
CHRM1 antagonist: blocks human M1 muscarinic receptor | inhibition, % at 3 µM | P11229 | CHO-K1 hM1, Fluo-8 calcium fluorescence, ACh EC80 antagonist | 1.3% of 360,000 active;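 active = percent inhibition above its own plate's cutoff, namely the mean of that plate's compound wells plus 3 SD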;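 also: peak over basal fluorescence ratio during 140 s after agonist addition; 0% = ACh EC80 plus DMSO and 100% = DMSO alone without agonist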
M1 PAM: positive allosteric modulators of human M1 muscarinic receptor; P11229; CHO-K1 hM1, Fluo-8 calcium fluorescence, ACh EC20; 0% = ACh EC20, 100% = maximal ACh; activation, % at 3 µM; 0.088% of 360,000 active; in the data active = activation above about 19%, passing the limit was not always enough
CHRM4 agonist: CHRM4 agonism in calcium assay; P08173; CHO-K1 hM4/Gqi5, Fluo-8 calcium fluorescence; vehicle 0%, full acetylcholine response 100%; activation, % at 3 µM; 0.14% of 360,000 active;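 active = activation above the run mean over all test wells plus 3 SD, cut at about 32% in these data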;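 also: peak over basal fluorescence ratio per well then scaled between controls; 0% = DMSO wells and 100% = acetylcholine at EC100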
Target sequence (P08173 whole entry, looked up): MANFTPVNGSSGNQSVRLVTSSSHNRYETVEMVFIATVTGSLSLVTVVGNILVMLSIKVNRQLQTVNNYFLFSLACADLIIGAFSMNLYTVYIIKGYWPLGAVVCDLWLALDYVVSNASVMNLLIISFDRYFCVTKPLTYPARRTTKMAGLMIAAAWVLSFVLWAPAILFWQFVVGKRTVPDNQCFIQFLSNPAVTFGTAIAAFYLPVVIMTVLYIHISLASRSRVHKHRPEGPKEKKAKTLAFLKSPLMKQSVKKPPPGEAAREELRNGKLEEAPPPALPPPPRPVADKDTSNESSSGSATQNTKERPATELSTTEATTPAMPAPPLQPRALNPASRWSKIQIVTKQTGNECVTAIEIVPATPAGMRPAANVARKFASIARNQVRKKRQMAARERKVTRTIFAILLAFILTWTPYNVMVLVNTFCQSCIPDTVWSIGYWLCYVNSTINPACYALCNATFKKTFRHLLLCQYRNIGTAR
CHRM4 antagonist: blocks acetylcholine activation of human M4 receptor; P08173; CHO-hM4 cells, ACh EC80, Fluo-8 calcium fluorescence; inhibition, % at 3 µM; 0.73% of 360,000 active;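 active = inhibition above its plate's cutoff, the mean inhibition of sample wells plus 3 SD, cut at about 27% in these data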;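 also: 0% = acetylcholine EC80 with DMSO and 100% = DMSO without agonist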
M1 ag parental: M1 agonist counterscreen hit in parental CHO-K1 cells; Fluo-8 calcium fluorescence; scaled to maximal ATP response, vehicle zero; activation, % at 3 µM; 0.48% of 360,000 active; AID 602248; in the data active = activation above about 15%;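 also: untransfected CHO-K1 host cells lacking M1 receptor as counterscreen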
OXTR potentiate: potentiates the human oxytocin receptor response. P30559. 0.061% of 320,000 active. AID 2445. CHO-OTR cells, Fluo-8 calcium fluorescence, potentiator mode; 0% = oxytocin EC15, 100% = EC100. activation, % at 3 µM;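 active = activation above that plate's cutoff, the mean activation of tested compounds plus 3 SD, cut at about 6.6% in these data, passing the limit was not always enough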;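 also: 100% uses oxytocin at 75 nM as the full agonist control; some results filed as inactive read as strong as hits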
Target sequence (P30559 whole entry, looked up): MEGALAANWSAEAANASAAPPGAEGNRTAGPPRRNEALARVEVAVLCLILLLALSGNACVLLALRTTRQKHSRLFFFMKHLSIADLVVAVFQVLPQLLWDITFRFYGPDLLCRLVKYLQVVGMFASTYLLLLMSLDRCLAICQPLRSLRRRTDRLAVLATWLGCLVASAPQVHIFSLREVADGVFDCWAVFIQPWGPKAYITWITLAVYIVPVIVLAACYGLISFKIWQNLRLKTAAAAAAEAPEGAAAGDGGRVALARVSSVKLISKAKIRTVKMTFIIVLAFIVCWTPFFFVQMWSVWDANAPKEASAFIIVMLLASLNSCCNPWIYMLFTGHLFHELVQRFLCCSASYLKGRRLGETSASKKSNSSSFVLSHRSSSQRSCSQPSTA
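System: human OTR in CHO cells; Also added: sub-maximal oxytocin, roughly EC15; Timing: compound 6 min at room temperature before oxytocin, 100 s read; Technique: Fluo-8 intracellular calcium fluorescence, ex 470-495, em 515-575 nm; Controls: oxytocin EC15 low and EC100 high; Replication: singlicate.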
M1 ag: activates human CHRM1 receptor | CHO-K1 hM1, Fluo-8 calcium fluorescence, agonist mode; 0% DMSO, 100% acetylcholine EC100 | P11229 | AID 588814 | 0.33% of 360,000 active | activation, % at 3 µM;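 active = activation above the run's mean compound activation plus 3 SD, cut at about 16% in these data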;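 also: peak over basal fluorescence ratio within a 140 s kinetic read after compound addition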
CHO-K1 Ca antag: nonselective inhibitor or artifact in parental CHO-K1 cells; ATP-induced calcium, Fluo-8 fluorescence; inhibition, % at 3 µM; 0.6% of 360,000 active;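 active = inhibition above a per-plate cutoff, the plate's mean sample inhibition plus 3 SD, cut at about 24% in these data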;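 also: 0% = DMSO plus EC80 ATP and 100% = DMSO alone without ATP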
Numbers without * were called inactive; . = not tested or not shown.

SMILES	CHO parental Ca	CHRM1 antagonist	M1 PAM	CHRM4 agonist	CHRM4 antagonist	M1 ag parental	OXTR potentiate	M1 ag	CHO-K1 Ca antag
Cc1ccc(OCCOC(=O)C2CCN(S(=O)(=O)c3ccc(C)c(C)c3)CC2)cc1	29*	-11	9	3	-13	1.5	-5	-1	-10
CCC1=Nc2ccccc2-c2nnc(SC)nc2O1	-12	-19	8	1	3	-0.2	-1	-5	2
CC(C)N(C)C1CCN(C(=O)Nc2ccc(Cl)c(Cl)c2)CC1	-17	-4	6	4	3	0.6	-2	-6	-17
CCOC(=O)c1ccccc1NC(=O)CSc1nc2ccccc2o1	-21	1	1	-1	7	-0.4	-5	-7	11
CC1CCN(C(=O)Cn2ncc3c([nH]c4ccccc43)c2=O)CC1	-14	-3	-5	9	-7	3.8	-10	-4	8
c1ccc(Nc2nc(-c3ccccc3)ns2)cc1	-3	-14	10	1	-8	-0.3	-11	-4	9
C=CCc1cc(Cl)ccc1OC(=O)Nc1cccc(Cl)c1	27	8	-12	15	12	12	-10	5	16
Cc1cccc(OCC(=O)Nc2cc(C)on2)c1	-7	4	4	1	-5	0.1	-13	-2	1
CSc1n[nH]c(=O)n1-c1cccc(Cl)c1	0	0	3	0	6	1.5	-7	-1	-15
O=C(CNC(=O)c1ccccc1F)Nc1ccc2c(c1)OCO2	-11	-12	9	0	-6	0.2	-2	-3	-21
C=C(C)c1cccc(C(C)(C)NC(=O)NCc2cccnc2)c1	-9	3	2	-1	-8	-0.2	1	-8	-9
Cn1c(C(=O)Nc2ccccc2)cc2sccc21	-25	-4	2	1	-3	0.4	-15	-2	-13
Cc1ccsc1-c1nc(CSCC(=O)N2CCN(c3ccccc3)CC2)c(C)o1	3	9	-14	21	-13	9.0	-10	-2	0
COc1ccc(CNCCNC(=O)c2cccs2)cc1OC	-3	-1	3	0	-3	-0.1	-20	-5	-14
COc1cc(C=O)c(Br)cc1OCC(=O)NCCc1ccccc1	-10	-6	14	3	-3	0.6	2	-5	2
C=CCSc1n[nH]c2nc3c(c(=O)n12)C1(CCCC1)Cc1ccccc1-3	-2	-6	7	0	2	0.2	-11	0	-8
C=CCn1c(SCc2nc3ccccc3nc2C)nnc1-c1ccoc1C	-26	-2	12	0	-3	-0.7	-4	2	2
O=C(CSc1nnc(Cc2ccccc2)n1C1CCCCC1)N1CCOCC1	-12	-7	5	0	4	0.4	1	-3	-2
C#CCN(C[C@@H]1[C@@H](OC(=O)NCc2ccccc2F)[C@@H](OC(=O)NCc2ccccc2F)Cn2c(=O)ccc(=O)n21)S(=O)(=O)c1ccc(C)cc1	.	-21	12	1	-11	0.6	.	-1	-13
O=C(O)CCCCCCCCCCCNC(=O)NC12CC3CC(CC(C3)C1)C2	0	13	-5	1	1	0.6	-2	-2	-15
CCOC(=O)c1ccc(NC(=O)N2CCN(c3ccccc3OC)CC2)cc1	-17	12	-7	4	-1	2.4	-13	-5	2
O=C(NC(=S)N1CCN(c2ccc([N+](=O)[O-])cc2)CC1)c1ccc(F)cc1	-13	3	-5	2	8	0.3	-16	-5	2
CC(O)CNCCNCc1cccs1 (stereo not given)	8	3	4	1	5	14	-9	-5	-1
O=C(CNC(=O)c1cnccc1C(F)(F)F)c1cccc(Cl)c1	-6	14	-7	15	7	6.0	2	-1	-6
CCOc1cc(C(=O)NC(=S)Nc2cccnc2)cc(OCC)c1OCC	-11	-14	6	2	-10	1.2	-4	-7	-10
O=c1c2ccccc2nnn1CSc1ccc2ccccc2n1	-25	-4	5	2	-4	2.1	1	-11	-1
COc1ccc(-c2csc(=NCCO)n2-c2ccccc2)cc1	.	-4	1	5	6	7.7	.	-2	-6
CCN(CC(=O)Nc1ccc(NC(C)=O)cc1)C(=O)C1CCC1	-2	3	-1	0	0	0.2	-3	-1	2
O=C1N(c2cccc(Cl)c2)C(c2ccccc2)N2CCCN12 (stereo not given)	-6	0	3	1	-18	-0.1	-1	-7	-10
CCN(CC)S(=O)(=O)c1cccc(C(=O)N/N=C(\C)c2ccc(O)cc2O)c1	-5	4	3	3	-11	2.4	-4	-6	-10
CCn1nnnc1SCC(=O)c1ccc(NC(C)=O)cc1	-1	-7	13	1	-2	-0.1	-8	-4	13
COCCn1c(SCC(=O)NCCc2ccccc2)nc2c([nH]c3ccccc32)c1=O	-11	-6	4	0	1	1.4	7	0	-11
CNC(=O)Nc1cccc(NC(=O)NC)n1	6	-21	15	0	-3	-0.2	-4	1	-16
Clc1cccc(-c2nn3c(Cn4cnc5ccccc54)nnc3s2)c1	-15	6	1	7	-20	1.2	-9	-6	-8
COC(=O)c1ccccc1NC(=O)Nc1ccc2c(c1)OCO2	-10	1	0	1	-7	0.0	-2	-2	-9
CC1CC(C)CN(C(=O)c2nn(C)c3c2CS(=O)(=O)c2ccccc2-3)C1 (stereo not given)	-14	-16	6	4	2	2.0	-8	0	8
CCOc1ccc(C(CC(=O)O)NC(=O)C(CC)c2ccccc2)cc1 (stereo not given)	7	-12	8	1	4	0.5	-10	-4	-3
O=C(NNc1c(Cl)cncc1Cl)c1sccc1Cl	-12	-3	2	1	5	0.5	5	-2	2
Cn1c(NCCCO)nc2c1c(=O)n(Cc1ccccc1F)c(=O)n2C	-14	6	-2	1	7	0.6	0	-5	-3
O=C(O)/C=C/C(=O)N(Cc1ccc2c(c1)OCO2)C1CC(=O)N(CCc2ccccc2)C1=O (stereo not given)	-15	-7	9	0	7	0.8	-5	-3	-18
N#Cc1c(/N=C/c2cccs2)sc2c1CCCCC2	2	-4	3	1	1	-0.2	-3	-5	-2
O=C1CCCC2=C1C(c1ccccc1)CC(=O)N2c1ccccc1 (stereo not given)	-14	-32	9	0	-5	0.8	-2	-2	-2
CCc1nn(CCCC(=O)N2CCN(c3cccc(C)c3C)CC2)c(=O)c2cc3occc3n12	-50	-4	3	10	-2	6.2	-4	0	-17
COc1ccc(S(=O)(=O)NC(C)C(=O)Nc2ccc3c(c2)OCO3)cc1OC (stereo not given)	-1	-7	4	1	-11	0.9	-6	-5	-18
Cc1cc(C)n2c(NCc3ccccc3)c(-c3cc4ccccc4o3)nc2n1	.	.	.	3	3	0.5	.	.	-2
CC(C)N1C(=S)SC2CS(=O)(=O)C=C21 (stereo not given)	-10	10	-4	0	4	-0.3	-7	-2	20
CCC(c1nnnn1C(C)(C)C)N1CCN(c2cc(Cl)ccc2C)CC1 (stereo not given)	14	0	-2	-1	0	0.1	-18	-5	-6
C#CCN(C[C@H]1[C@H](OC(=O)NCc2ccccc2F)[C@H](OC(=O)NCc2ccccc2F)C[C@H]2C(=O)N(c3ccccc3)C(=O)[C@@H]12)S(=O)(=O)c1ccc(C)cc1	.	-10	4	3	-16	1.2	.	-1	-9
Cc1ccccc1C(=O)N(CC(=O)Nc1sc(C)c(C)c1C(N)=O)C1CCCC1	-18	-7	2	12	-9	5.2	-10	1	-8
COc1ccc2c(c1OC)C(=O)N(c1nc(SC)n[nH]1)C2=O	4	-4	0	0	5	-0.1	0	-2	-3
CCCCNS(=O)(=O)c1ccc2nc(-c3cccnc3)cc(C(=O)NC3CCCC3)c2c1	-15	-1	5	0	1	0.0	7	-3	0
CCOC(=O)/C(N=Nc1ccc(Cl)cc1)=C(/O)c1ccc([N+](=O)[O-])cc1	1	-20	0	1	-8	0.6	-6	-1	-5
CCOC(=O)Cn1nc(NC(=O)c2ccc(C(=O)OC)cc2)cc1C	-13	-3	0	1	2	0.0	1	0	12
COc1ccc(CCC(=O)NCCc2ccc(Cl)cc2)cc1	-7	0	3	-1	4	0.1	0	-3	-15
Cc1nnc(NC(=O)CSc2ncc(-c3ccccc3)[nH]2)s1	0	-5	5	1	1	0.5	0	-4	-4
Cc1cc2nc(-c3ccccc3)c(Cc3ccccc3)n2c(C)c1Br	.	14	-7	0	1	-0.2	.	-3	2
NS(=O)(=O)c1ccc(NC(=O)COC(=O)c2ccc3c(c2)OCCO3)cc1	11	-2	0	7	-4	1.9	-15	-1	-9
Cc1ccc(OCC(=O)NNC(=O)C2CCC2)cc1C	6	-1	5	2	-5	0.6	-5	-1	-14
O=C(NN=C(Cc1ccccc1)Cc1ccccc1)C1CC1	5	-7	12	-1	-2	-0.4	-5	-4	-11
CCCC(C)NC(=O)Cc1ccc(S(=O)(=O)N2CCOCC2)s1 (stereo not given)	-12	-14	10	1	-11	0.6	-3	-3	-15

Reformatted: entries from further up
| Compound | CHO parental Ca | CHRM1 antagonist | M1 PAM | CHRM4 agonist | CHRM4 antagonist | M1 ag parental | OXTR potentiate | M1 ag | CHO-K1 Ca antag |
| --- | --- | --- | --- | --- | --- | --- | --- | --- | --- |
| COc1ccc2c(c1OC)C(=O)N(c1nc(SC)n[nH]1)C2=O | 4 | -4 | 0 | 0 | 5 | -0.1 | 0 | -2 | -3 |
| CCCCNS(=O)(=O)c1ccc2nc(-c3cccnc3)cc(C(=O)NC3CCCC3)c2c1 | -15 | -1 | 5 | 0 | 1 | 0.0 | 7 | -3 | 0 |
| CCOC(=O)/C(N=Nc1ccc(Cl)cc1)=C(/O)c1ccc([N+](=O)[O-])cc1 | 1 | -20 | 0 | 1 | -8 | 0.6 | -6 | -1 | -5 |
| CCOC(=O)Cn1nc(NC(=O)c2ccc(C(=O)OC)cc2)cc1C | -13 | -3 | 0 | 1 | 2 | 0.0 | 1 | 0 | 12 |
| COc1ccc(CCC(=O)NCCc2ccc(Cl)cc2)cc1 | -7 | 0 | 3 | -1 | 4 | 0.1 | 0 | -3 | -15 |

The list goes on:
SMILES	CHO parental Ca	CHRM1 antagonist	M1 PAM	CHRM4 agonist	CHRM4 antagonist	M1 ag parental	OXTR potentiate	M1 ag	CHO-K1 Ca antag
C#CCN1C=CC(=O)[C@@H](OC(=O)Nc2ccc(C)cc2)[C@H]1c1ccccc1Br	.	-10	18	5	-13	2.1	.	4	1
COC(=O)C1=C(CCc2ccccc2)NC(=O)NC1c1ccc(Br)cc1 (stereo not given)	-28	-3	6	3	-3	0.4	-15	-3	-14
CCOC(=O)N1CCN(C(=O)CSc2ccc(C(F)(F)F)cc2[N+](=O)[O-])CC1	-1	-17	17	2	-8	2.4	-1	-8	-4
Cc1c(NC(=O)CN2CCCC(C)C2)ccc2nsnc12 (stereo not given)	-9	-8	7	2	-3	1.0	1	-6	-5
O=C(CCNC(=O)c1ccc(Br)cc1)NCC1CCCO1 (stereo not given)	-3	-13	8	1	-14	1.5	-5	0	-13
Cc1c(C(=O)N2c3ccccc3Sc3ccccc32)cccc1[N+](=O)[O-]	-18	-6	0	-2	-3	-0.6	-8	-9	-10
COc1ccc(NC(=O)c2cccc(N3C(=O)C4C5C=CC(C5)C4C3=O)c2)cc1 (stereo not given)	4	4	-2	10	-5	3.9	-2	0	-2
CCCCNC(=O)CCCCC(=O)N/N=C/c1ccccc1Cl	-14	-10	7	1	-1	0.4	4	-9	-8
COc1cc2c(cc1OC)CN(CC(O)c1ccccc1)CC2 (stereo not given)	-18	-12	14	0	1	-0.3	-3	-9	11
COc1ccccc1-c1nnc(SCC(=O)NC2CC2)n1C	2	-10	9	1	-3	-0.2	-6	-2	11
CCOC(=O)C1CCN(C(=O)c2cc(S(=O)(=O)N3CCCCCC3)ccc2OC)CC1	-23	-7	15	3	-5	0.9	-9	2	-1

Hits appear at their usual frequency (roughly 2.9% active in at least one column).
